Source: PubChem (several laboratories)
EP2 mod = EP2 receptor modulators, cAMP readout, primary screen, cell-based, HTRF cAMP, PGE2 stimulation | AID 940, 2007 | Prostaglandin E2 receptor EP2 subtype (Homo sapiens), P43116 | 260,000 tested, 0.83% active | EP2-expressing cells, cAMP HTRF FRET, PGE2 co-stimulation | induction, % at 25 µM;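 active means compounds whose cAMP rise, as percent of the full-agonist control response, exceeds 60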;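 further: rat C6 glioma line stably carrying human EP2 under a CMV promoter; the protocol text gives 20 µM as final concentration; 100% = response of wells given 1 µM PGE2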
Target sequence (P43116 whole entry, looked up): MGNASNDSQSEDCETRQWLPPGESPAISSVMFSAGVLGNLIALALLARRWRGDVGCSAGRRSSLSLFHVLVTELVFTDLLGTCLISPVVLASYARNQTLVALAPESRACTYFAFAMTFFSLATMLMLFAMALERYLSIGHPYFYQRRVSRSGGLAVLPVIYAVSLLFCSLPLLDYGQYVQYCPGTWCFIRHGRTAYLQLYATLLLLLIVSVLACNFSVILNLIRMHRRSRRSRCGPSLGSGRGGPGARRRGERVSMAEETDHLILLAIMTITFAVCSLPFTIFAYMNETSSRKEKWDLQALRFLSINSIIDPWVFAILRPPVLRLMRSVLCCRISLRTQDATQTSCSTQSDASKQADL
PERK inhibitor = block of dimerizer-induced PERK translation repression, primary screen, PERK inhibitor project, CHO PERK-DD cells, SEAP luminescence, HTS; inhibition, % at 5.6 µM; CHO PERK-DD fusion, SEAP luminescence translation reporter; 220,000 tested, 0.17% active; Eukaryotic translation initiation factor 2-alpha kinase 3 (Homo sapiens), Q9NZJ5;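 active means inhibition above the mean inhibition of all tested compounds plus 3 SD, set separately per screening campaign, cut at about 2.9% in these data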;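 further: PERK kinase domain activated by AP20187 dimerizer at 100 nM; 0% = DMSO with dimerizer and 100% = rapamycin at 8.4 µM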
L929 necroptosis = inhibitors of zVAD-triggered necroptosis, primary screen, L929 cells | L929 zVAD necroptosis rescue, ATP luminescence, 24 h; with zVAD 60 µM | viability rescue, % at 10 µM | 220,000 tested, 0.38% active | AID 1377, 2008;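 active means activation, scaled between plate controls, above about 75%, limit read from the data; inactive means activation under that limit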;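 further: 0% = zVAD with DMSO and 100% = DMSO alone without zVAD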
Runt-SMMHC FRET = inhibitors of RUNX1 Runt–CBFb-SMMHC binding, primary screen, biochemical, FRET, Cerulean-Runt, Venus-CBFb-SMMHC, uHTS; Runt-related transcription factor 1 (Homo sapiens) + Core-binding factor subunit beta …; Cerulean-Runt/Venus-CBFb-SMMHC FRET ratio 530/480, 1 h; inhibition, % at 20 µM; 220,000 tested, 0.74% active;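 active means mean inhibition across duplicate retests at 20 µM reaching about 50%, limit read from the data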;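 further: 0% = DMSO wells and 100% = wells with excess untagged CBFb-SMMHC; inhibitors lower the FRET ratio by blocking Runt binding to CBFb-SMMHC; some results filed as inactive read as strong as hits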
Target sequence (Q01196 whole entry, looked up): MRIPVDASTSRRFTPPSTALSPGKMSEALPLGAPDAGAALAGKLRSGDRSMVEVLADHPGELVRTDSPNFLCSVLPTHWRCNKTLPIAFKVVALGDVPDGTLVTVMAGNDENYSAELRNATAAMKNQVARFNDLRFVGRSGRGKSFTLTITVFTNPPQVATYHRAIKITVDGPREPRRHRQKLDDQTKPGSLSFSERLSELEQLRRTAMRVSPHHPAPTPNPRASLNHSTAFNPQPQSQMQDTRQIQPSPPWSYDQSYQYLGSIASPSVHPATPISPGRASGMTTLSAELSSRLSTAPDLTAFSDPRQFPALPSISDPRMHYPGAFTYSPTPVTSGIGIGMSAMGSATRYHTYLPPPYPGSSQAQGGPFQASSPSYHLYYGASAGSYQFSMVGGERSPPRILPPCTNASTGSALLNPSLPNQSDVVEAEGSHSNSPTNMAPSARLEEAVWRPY
Target sequence (Q13951 whole entry, looked up): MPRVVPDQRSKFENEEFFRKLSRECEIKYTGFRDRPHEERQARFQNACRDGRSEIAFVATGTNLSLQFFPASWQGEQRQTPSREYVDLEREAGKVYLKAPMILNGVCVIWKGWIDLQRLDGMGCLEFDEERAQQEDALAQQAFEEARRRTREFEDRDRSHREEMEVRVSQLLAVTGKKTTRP
Hck-Nef inh = inhibitors of Nef-activated human Hck kinase, primary screen, biochemical, Z-Lyte FRET, 384-well, Hck-YEEI | Tyrosine-protein kinase HCK (Homo sapiens), P08631 | Recombinant Hck-YEEI plus Nef, Z-Lyte FRET kinase assay | inhibition, % at 20 µM | 220,000 tested, 0.68% active | AID 463187, 2010;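 active means Hck-Nef kinase inhibition above about 50%, limit read from the data; inactive means inhibition below that limit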;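 further: 0% = DMSO with Hck plus Nef and 100% = Hck alone without Nef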
TNF death inh = inhibitors of TNF-alpha triggered necroptosis, primary screen, cell-based, Jurkat FADD-/-, single concentration | Jurkat FADD-/- TNF necroptosis rescue, ATP luminescence, 24 h; 0 = TNF only, 100 = no-TNF cells | activation (protection from cell death), % at 10 µM | 220,000 tested, 0.068% active;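 active means activation, meaning protection from cell death, of at least 50% relative to plate controls; inactive means activation below 50%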;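 further: necroptosis triggered by 40 ng/mL TNF-alpha added together with compound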
RBBP9 inhibitor = human RBBP9 inhibitors, primary screen, biochemical, fluorescence polarization, FP-Rh probe, HTS; AID 1515, 2009; Serine hydrolase RBBP9 (Homo sapiens), O75884; recombinant RBBP9; 220,000 tested, 0.2% active; inhibition, % at 7.94 µM;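 active means inhibition above the campaign mean of all tested compounds plus 3 SD, cut at about 14% in these data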;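 further: plate controls were DMSO wells with RBBP9 for no effect and wells lacking RBBP9 protein for full effect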
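Material: RBBP9 protein. Amount: RBBP9 at 2.5 µM in dispensed solution, before mixing. Schedule: 30 min then 45 min, 25 °C. Medium: Tris buffer pH 8.0, NaCl, Pluronic. Measured by: fluorescence polarization. Measure: percent inhibition from mP, scaled between DMSO and no-protein wells. Replication: one well per compound.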
Runt-CBFb FRET = inhibitors of RUNX1 Runt–CBFb binding, primary screen, biochemical, FRET, Cerulean-Runt, Venus-CBFb, uHTS | Runt-related transcription factor 1 (Homo sapiens) + Core-binding factor subunit beta … | Cerulean-Runt/Venus-CBFb FRET ratio 530/480, 1 h | inhibition, % at 20 µM | 220,000 tested, 0.46% active | AID 1496, 2009;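 active means inhibition over about 50% at 20 µM in the single-dose screen, limit read from the data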;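 further: 0% = DMSO wells and 100% = excess unlabeled CBFb competitor control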
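Doses: 20 µM compound in 1% DMSO | Material: Cerulean-labeled Runt domain protein | Amount: Each fluorescent fusion protein 100 nM | Schedule: Two 1 h room-temperature incubations shielded from light | Measured by: FRET fluorescence | Evaluation: Loss of energy transfer signal | Controls: Unlabeled CBFb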
EP2 antag = human EP2 receptor antagonists, primary screen, TR-FRET cAMP, C6 glioma cells | C6 glioma cells expressing human EP2; cells stimulated with saturating PGE2 | inhibition, % at 25 µM | 260,000 tested, 0.52% active;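 active means percent inhibition above 40 after rounding to a whole number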;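 further: rat C6 glioma host cells with rolipram phosphodiesterase inhibitor present; the protocol text gives 20 µM as final concentration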
* hit, by the source's call; nt = not tested or not shown; & = joins results of further samples. An excerpt; count on the stated rates, not on these rows.

Letter code: A = EP2 mod; B = PERK inhibitor; C = L929 necroptosis; D = Runt-SMMHC FRET; E = Hck-Nef inh; F = TNF death inh; G = RBBP9 inhibitor; H = Runt-CBFb FRET; I = EP2 antag
COc1ccccc1NC(=O)Cn1cc(C(=O)c2ccco2)c2ccccc21
  A: -45; B: -0.4; C: -0.4; D: 1; E: 3; F: 2.0; G: -3; H: 2; I: 13

CN(C)S(=O)(=O)N1CCC(Oc2ccc(C(=O)NCC(C)(C)CO)cc2)CC1
  A: -31; B: -0.2; C: 10; D: 0; E: 7; F: 3.2; G: 5; H: 0; I: 12

COCCN1C(=O)C(=O)/C(=C(/O)c2cccc(S(=O)(=O)N(C)C)c2)C12C(=O)N(C)c1ccccc12 (stereo not given)
  A: 11; B: -0.7; C: 0.0; D: -4; E: -2; F: 0.2; G: -5; H: -1; I: 14

CCSc1nnc(NC(=O)c2cc(C)nc3ccccc23)s1
  A: -4; B: 0.1; C: 1.0; D: 1; E: 0; F: -1.0; G: -10; H: -2; I: 22

O=c1[nH]c2ccccc2n1CCCSc1cnc2ccccc2n1
  A: 2; B: -1.5; C: 0.1; D: -4; E: 1; F: -1.2; G: -6; H: -1; I: 7

CCOC(=O)c1cc(-c2ccco2)nc2c1c(C)nn2-c1cccc(Cl)c1
  A: 34; B: 2.1; C: -0.3; D: -45; E: 6; F: -2.5; G: -6; H: -12; I: 9

CC(O)C(=O)NCCOCCOCCNC(=O)C(C)O (stereo not given)
  A: 29; B: 1.6; C: -0.4; D: -11; E: 0; F: 1.8; G: -2; H: -3; I: -1

CC(C)[C@H](NC(=O)NCCc1ccccc1)C(=O)O
  A: 14; B: 0.3; C: -0.3; D: -1; E: 1; F: -0.8; G: -1; H: -1; I: 0

COc1ccc(-c2[nH]ncc2CN2CCC(O)(c3ccc(Cl)cc3)CC2)cc1
  A: -15; B: -1.1; C: 2.2; D: -6; E: 15; F: 4.0; G: -21; H: 0; I: 15

O=C(O)CNC(=O)/C(=C\c1ccc2c(c1)OCO2)NC(=O)c1ccc(Br)cc1
  A: -3; B: 0.6; C: 15; D: 6; E: 22; F: -0.5; G: -5; H: 0; I: 11

Cc1nn2c(N3CCN(C)CC3)cc(C(C)(C)C)nc2c1-c1ccccc1
  A: 5; B: 0.5; C: 40; D: 1; E: 4; F: 8.9; G: -4; H: 1; I: 13

CCc1nnc(NC(=O)CSc2ncnc3c2cnn3-c2ccc(OC)cc2)s1
  A: -5; B: -0.1; C: -0.1; D: -6; E: -1; F: -0.3; G: -6; H: 1; I: 7

COc1ccc(N(C(=O)COc2cccc(C)c2)S(=O)(=O)c2ccc(C)cc2)cc1
  A: 23; B: 0.7; C: 1.5; D: -3; E: 0; F: 15; G: -6; H: 1; I: 6

COc1ccc(CN2CCC(=O)NC2=O)cc1
  A: 16; B: 0.8; C: -0.4; D: 0; E: 0; F: 0.4; G: -1; H: 0; I: 8

CCc1ccc(N2CC(C(=O)Nc3ccccc3F)CC2=O)cc1 (stereo not given)
  A: 9; B: 2.0; C: 0.4; D: -1; E: 0; F: 0.4; G: 0; H: -2; I: 13

COC(CNC(=O)C1CCN(C(=O)c2cc3oc(C)cc3n2Cc2c(F)cccc2Cl)CC1)OC
  A: 24; B: 1.9; C: 1.2; D: -6; E: -3; F: -0.5; G: -2; H: -3; I: 4

N#Cc1c2n(c(=S)n(-c3ccccc3[N+](=O)[O-])c1=O)CCCCC2
  A: -46; B: -0.5; C: 0.0; D: -6; E: -30; F: 0.0; G: 3; H: 6; I: 12

COc1ccc(C(=O)COC(=O)CCN2C(=O)C3C4CC(C(Br)C4Br)C3C2=O)cc1 (stereo not given)
  A: -38; B: 0.5; C: 0.2; D: 4; E: 1; F: -2.8; G: -8; H: -2; I: 6

Cc1ccc(C(=O)N2CCN(c3ccc(C(F)(F)F)cn3)CC2)cc1
  A: 20; B: 0.4; C: 0.2; D: -2; E: 1; F: -1.5; G: -6; H: -2; I: 14

CCOC(=O)c1oc2ccc(S(=O)(=O)n3nc(-c4ccc(Cl)cc4)cc3N)cc2c1C
  A: -51; B: 2.7; C: 1.3; D: -4; E: 8; F: -5.3; G: -6; H: -2; I: 8

O=C(/C=C/c1ccc(F)cc1)NC(=S)NNC(=O)c1cccnc1
  A: -4; B: 0.8; C: 1.4; D: 0; E: 0; F: 2.2; G: -7; H: 8; I: 10

O=C(CCCN1C(=O)c2cccnc2C1=O)N1CC(=O)N(CCc2ccccc2)C(=O)C1
  A: 15; B: 1.4; C: 0.1; D: 0; E: 3; F: -1.8; G: -6; H: -2; I: 6

O=C(NCCCc1ccccc1)C1CC(=O)N(c2ccc3c(c2)OCCO3)C1 (stereo not given)
  A: 11; B: -0.6; C: -0.2; D: -2; E: 0; F: -1.2; G: -6; H: -1; I: 4

O=C(c1cc([N+](=O)[O-])cc([N+](=O)[O-])c1)N(Cc1nnc(-c2ccccc2Cl)o1)C1CC1
  A: -7; B: -0.3; C: -0.8; D: 1; E: 6; F: -9.7; G: -5; H: 1; I: 5

Cc1cc(NC(=O)CCCn2cnc([N+](=O)[O-])n2)no1
  A: 27; B: 1.5; C: -0.1; D: 4; E: 3; F: 0.7; G: -2; H: 1; I: 5

FC(F)(F)c1cnc(Oc2ccccc2-c2nnco2)c(Cl)c1
  A: 12; B: -0.6; C: 0.4; D: 0; E: 6; F: -2.9; G: -2; H: 1; I: 15

NC(=O)c1ccsc1NC(=O)c1ccc(S(=O)(=O)N2CCCc3ccccc32)cc1
  A: -71; B: -0.3; C: nt; D: -8; E: -8; F: -4.6; G: -44; H: -2; I: 19

O=C(O)c1ccc(Cl)cc1NC(=O)C1CCCO1 (stereo not given)
  A: 18; B: 1.2; C: -0.5; D: 3; E: -4; F: 0.0; G: 2; H: 0; I: 8

CCCC(CCC)C(=O)Nc1ccc2c(c1)N(C(=O)CN1CCN(C)CC1)c1ccccc1CC2
  A: -81; B: -1.2; C: -2.1; D: 4; E: 5; F: 5.0; G: 7; H: 1; I: 10

CCc1nc(SCC(=O)Nc2cc(C)on2)n[nH]1
  A: 5; B: 0.8; C: 0.0; D: 2; E: -2; F: -0.6; G: -9; H: 3; I: 17

Looked up one by one from the list above, 3 records:
Letter code: A = EP2 mod; B = PERK inhibitor; C = L929 necroptosis; D = Runt-SMMHC FRET; E = Hck-Nef inh; F = TNF death inh; G = RBBP9 inhibitor; H = Runt-CBFb FRET; I = EP2 antag
CCCC(CCC)C(=O)Nc1ccc2c(c1)N(C(=O)CN1CCN(C)CC1)c1ccccc1CC2
  A: -81; B: -1.2; C: -2.1; D: 4; E: 5; F: 5.0; G: 7; H: 1; I: 10

O=C(CCCN1C(=O)c2cccnc2C1=O)N1CC(=O)N(CCc2ccccc2)C(=O)C1
  A: 15; B: 1.4; C: 0.1; D: 0; E: 3; F: -1.8; G: -6; H: -2; I: 6

COc1ccc(C(=O)COC(=O)CCN2C(=O)C3C4CC(C(Br)C4Br)C3C2=O)cc1 (stereo not given)
  A: -38; B: 0.5; C: 0.2; D: 4; E: 1; F: -2.8; G: -8; H: -2; I: 6

(listing goes on)
Letter code: A = EP2 mod; B = PERK inhibitor; C = L929 necroptosis; D = Runt-SMMHC FRET; E = Hck-Nef inh; F = TNF death inh; G = RBBP9 inhibitor; H = Runt-CBFb FRET; I = EP2 antag
Cc1ccc(C2C(C(=O)c3cccs3)=C(O)C(=O)N2c2ccc(S(N)(=O)=O)cc2)cc1 (stereo not given)
  A: 5; B: 0.2; C: 1.6; D: -6; E: 1; F: 1.1; G: -5; H: 0; I: 6

CCc1cc(C(N)=S)ccn1
  A: -1&5; B: 1.1; C: nt; D: -2; E: nt; F: nt; G: -3; H: 1; I: 5&17

c1ccc(C(c2ccccc2)N2CCN(c3nc4ccccc4n4cnnc34)CC2)cc1
  A: 25; B: -0.1; C: 9.8; D: -4; E: 22; F: -6.5; G: 0; H: -8; I: 10

CCCc1cc(=O)oc2cc(OCC(=O)Nc3cc(C)on3)ccc12
  A: 50; B: 0.7; C: 0.8; D: 1; E: 5; F: 0.2; G: 7; H: 1; I: 12

CCOc1ccc(/C=C/C(=O)c2ccccc2)cc1
  A: 10; B: 1.1; C: 0.4; D: -4; E: 5; F: -5.6; G: -5; H: 0; I: 13

CC1(C)CC(N2CCC(=O)N(C3CC(C)(C)NC(C)(C)C3)C2)CC(C)(C)N1
  A: -6; B: 1.2; C: 4.0; D: 1; E: -2; F: 0.7; G: -7; H: -2; I: -5

N/C(=N\OC(=O)COc1ccc(Br)cc1)c1cccc([N+](=O)[O-])c1
  A: -38; B: 1.4; C: 0.1; D: -4; E: 16; F: 1.4; G: 4; H: -1; I: 7

COc1cc(OC)c(OC)cc1CN(C)CCc1ccccn1
  A: -1; B: 1.0; C: 0.3; D: 3; E: -12; F: 2.1; G: 2; H: 0; I: 9

CCOC(=O)c1[nH]c2cc3c(cc2c1NC(=O)CN1CCC(C)CC1)OCO3
  A: -4; B: -0.6; C: 0.0; D: 1; E: 3; F: -2.9; G: -8; H: -7; I: nt

CC(=O)c1ccc(NC(=S)NC(C)CCc2ccccc2)cc1 (stereo not given)
  A: -34; B: -0.6; C: -0.3; D: 3; E: 3; F: 0.5; G: 2; H: -2; I: 7

COc1ccc(-c2[nH]ncc2C=O)cc1
  A: 17; B: 1.3; C: 0.6; D: 3; E: 5; F: 1.8; G: -5; H: -2; I: 9

Cc1ccnc(N2CCCC(C(=O)Nc3nnc(C)s3)C2)n1 (stereo not given)
  A: -16; B: 0.1; C: -0.2; D: -2; E: -1; F: -0.4; G: 0; H: -1; I: 8
